# mcGAS MS inh: inhibitors of Mus musculus cyclic GMP-AMP synthase, initial high-throughput assay, cell-free, RapidFire MS; Q8C6L5; recombinant mouse cGAS, cGAMP by RapidFire MS; inhibition, % at 12.5 µM; 130,000 compounds, 0.18% hits; AID 1259397, 2018;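 active means inhibition of cGAS enzyme activity at or above 60%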;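 further: enzyme stimulated by 45 bp dsDNA with ATP and GTP substrates; cGAMP share of summed cGAMP plus half ATP and half GTP signals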
# Target sequence (Q8C6L5 whole entry, looked up): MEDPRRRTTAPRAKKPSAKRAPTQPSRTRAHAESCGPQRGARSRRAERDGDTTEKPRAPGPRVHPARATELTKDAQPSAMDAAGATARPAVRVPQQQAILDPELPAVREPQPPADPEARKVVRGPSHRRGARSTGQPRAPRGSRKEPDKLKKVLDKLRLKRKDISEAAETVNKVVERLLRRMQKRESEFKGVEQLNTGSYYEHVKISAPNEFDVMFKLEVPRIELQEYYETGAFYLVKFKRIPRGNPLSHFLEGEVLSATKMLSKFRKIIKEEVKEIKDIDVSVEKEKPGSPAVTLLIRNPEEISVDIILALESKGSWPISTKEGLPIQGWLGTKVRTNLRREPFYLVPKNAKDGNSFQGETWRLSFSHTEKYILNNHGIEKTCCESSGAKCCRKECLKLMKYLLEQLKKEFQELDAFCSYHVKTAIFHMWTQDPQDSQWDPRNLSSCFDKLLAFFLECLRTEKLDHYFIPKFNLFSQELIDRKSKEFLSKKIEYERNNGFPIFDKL
# * = called active by the depositor; & = joins results of further samples. This is a subset; count on the stated rates, not on these rows.
SMILES | mcGAS MS inh
COc1cccc(OCc2cc(C(=O)N3CCN(C(=O)c4ccco4)CC3)no2)c1 | -8&-5
FC(F)(F)COc1cc(CNCc2ccn[nH]2)ccn1 | -30
CCOc1ccc(N(CC(=O)NC(C)c2ccccc2)S(C)(=O)=O)cc1 (stereo unspecified) | 0
COc1ccc(/C=C/c2ccccc2)nn1 | -13
Cc1cc2oc(=O)cc(COC(=O)C3CCC3)c2cc1C(C)C | -7
NC(=O)COC(=O)c1ccccc1Cl | -8
NC(=O)C1CC(O)CN1c1nc(C(F)(F)F)nc2ccccc12 (stereo unspecified) | 2
COCCCn1c(-c2ccc(Cl)cc2)nn(CN2CCc3sccc3C2)c1=S | -4
Cc1ccc(Cn2c(C)c(C(=O)NCc3cccc4ccccc34)sc2=O)cc1 | -2
COc1cc(NCc2cc(-c3ccccn3)no2)ncn1 | -3
Cc1cc(C(C)NCc2cnc3n[nH]c(C)c3c2)c(C)s1 (stereo unspecified) | 2
COc1ccc(/C=C\C(=O)Nc2c3c(nn2-c2ccccc2C)CS(=O)(=O)C3)cc1OC | -9
Cc1nn(C)c(C)c1CCC(=O)N1CCN(CCn2cncn2)CC1 | -23
N#Cc1cnc(Sc2nnc(-c3ccccc3)n2N)nc1N | -2
Nc1ccc(C2CC(=O)NC(=O)N2)cc1 (stereo unspecified) | -4
CCCNCC(=O)Nc1cc(C(C)(C)C)nn1C(C)(C)C | -8
CC(C)(NC(=O)c1cccs1)C(=O)NC1(c2ccccc2Cl)CC1 | -12
CC1CCCN(S(=O)(=O)c2ccc(CNC(=O)c3ccc(Cl)cc3)s2)C1 (stereo unspecified) | -1
Cc1cc(-n2c(C)cc(C=C3SC(=NC4CCCC4)NC3=O)c2C)no1 | -42
CC(C)CCn1c(N2CCN(Cc3ccccc3F)CC2)nc2c1c(=O)[nH]c(=O)n2C | -6
COc1ccc(-c2oc3cc(OC)ccc3c2C(=O)c2ccc(C#N)cc2)cc1 | -21
C#Cc1cccc(NC(=O)NC2CCCN(Cc3ccc(F)cc3Cl)C2)c1 (stereo unspecified) | 0
Cc1cccc(-c2nc(NC(=O)C3Cc4cc(F)ccc4O3)n[nH]2)n1 (stereo unspecified) | 4
O=C(CCOCC(F)(F)F)Nc1ccc2[nH]ccc2c1 | -11
CCOC(=O)C1(C)CCCCCN1C(=O)/C=C/c1ccccc1 (stereo unspecified) | 5
O=S(=O)(Nc1ccc(-n2cnnn2)cc1)c1ccc(Cl)cc1C(F)(F)F | 4&4
c1nc(Sc2ccc3c(c2)OCCO3)c2c3c(sc2n1)CCCC3 | -4
O=C(NC1CCCCCC1)c1cc2cc([N+](=O)[O-])ccc2oc1=O | 11
NCCNC1CS(=O)(=O)CC1O (stereo unspecified) | 50
Cc1ccc(NC(=O)C(C)Nc2ccccc2C(C)C)cc1 (stereo unspecified) | -1
Cc1cc(O)c(C(c2ccccc2)N2CCC(C)CC2)c(=O)n1Cc1cccnc1 (stereo unspecified) | -1
CS(=O)(=O)N1N=C(c2ccccc2)CC1c1ccc2nccnc2c1 (stereo unspecified) | -2
CC=CCn1c(N2CCN(C)CC2)nc2c1c(=O)[nH]c(=O)n2C | -5
CC1(C(=O)Nc2cccc3c2CCCC3)CCN1C(=O)CC1CC1 (stereo unspecified) | -11
CCC1CCc2sc(C(=O)N=c3sccn3C)cc2C1 (stereo unspecified) | -29
Cc1cccc(NC(=O)CSc2nc(=O)n3cccc(C)c3n2)c1 | -2
COc1cc2c(cc1CN1CCN(Cc3cccc(F)c3)CC1)OCCO2 | -15
COC(=O)c1sccc1NS(=O)(=O)c1ccccc1 | -2
CC1(C)CC2CC(C)(CN2C(=O)CSCC(=O)O)C1 (stereo unspecified) | -22
COc1cc(OC)c(C=Nn2c(-c3ccc(Cl)cc3)n[nH]c2=S)c(OC)c1 | -4
COc1ccc2cc(C3CN(C(=O)c4cc(N)n[nH]4)CCO3)ccc2c1 (stereo unspecified) | -7
COc1ccccc1OCC(O)CN1CCN(CC(=O)Nc2c(C)cccc2C)CC1 (stereo unspecified) | -3&0&3
O=C(c1cscn1)N1CC[C@@H](c2ccc3c(c2)OCO3)[C@H](O)C1 | -9
CC1CCN(S(=O)(=O)c2cc(Br)cc(C(=O)NC3=NCCS3)c2)CC1 | 0
COc1ccc(C(=O)NC2CC2)cc1OC1CCN(Cc2ccc(SC)cc2)CC1 | -3
COc1ccc(CN2CCN(Cc3cnc(-c4cccc(C)c4)nc3)CC2CCO)cc1C (stereo unspecified) | -4
Cc1ccc(C)c(S(=O)(=O)N(C)Cc2ccc(F)c(F)c2)c1 | -4
COc1ccc(C)cc1C(C)NC(=O)N1CCN(c2nccs2)CC1 (stereo unspecified) | -12
c1ccc(-c2nc3c(c(N4CCN(C5CCSC5)CC4)n2)CCC3)cc1 (stereo unspecified) | -6
Cc1ncoc1C(=O)N(CCN1CCCCC1)CC1CCCN(C2CCCC2)C1 (stereo unspecified) | -11
COc1cccc(S(=O)(=O)N2C(C)CCCC2C)c1 (stereo unspecified) | -6
Cc1nc(C)c2c(N)c(C(=O)OCc3cc(C)on3)sc2n1 | -9
CCC(c1n[nH]c(=S)n1-c1ccccc1)N(C)C (stereo unspecified) | 0
Cc1ccsc1C(=O)N1CCC1(C)C(=O)NS(=O)(=O)Cc1ccccc1C(F)(F)F (stereo unspecified) | -7
CCOC(=O)C1(C)CCCCN1C(=O)c1c(F)ccc(C)c1F (stereo unspecified) | -6
COc1cccc(-c2cc(C(=O)N(C)Cc3ccncn3)[nH]n2)c1 | -12
CCCCc1cc(=O)[nH]c(-c2ccc(CN3CCN(C(=O)N(C)C)CC3)cc2)n1 | 10
CC(C)(C)c1ccc(S(=O)(=O)NCCOCC(F)(F)C(F)F)cc1 | 3
Cc1ccc(-n2c(SCC(=O)OCc3ccccc3)nc3c(c2=O)SCC3)cc1 | -8
CN(C)c1ccc(NC(=O)CC(NC(N)=O)c2ccccc2F)cn1 (stereo unspecified) | -6

# (list continues)
SMILES | mcGAS MS inh
CC(C)CCCNc1nc(N2CCOCC2)nc(N2CCOCC2)n1 | 9
CCn1c(C)cc(C(=O)O)c1C | -10
COc1ccc(C(C)=O)cc1CN1C(=O)C(C)ON=C1c1cccc(C)c1 (stereo unspecified) | -9
NC(=O)CCN1CCCC1C(N)=O (stereo unspecified) | -1
CC(=O)Nc1ccc(C(=O)N(C)Cc2ccsc2)cc1 | -9
Cn1c(SCC(=O)Nc2ccccc2)nnc1C1CC1 | -4
CC(C)c1ccc(-c2noc(CN(C)c3ccccc3)n2)cc1 | 3
C=CCN(Cc1ccc(C(F)(F)F)nc1)Cc1ccccc1OC | -6
Cc1nnc(CNC(=O)C2CCC(=O)N(CCc3ccc(Cl)cc3)C2)o1 (stereo unspecified) | -4
COc1cccc([C@@H]2CCN(Cc3cccn3-c3nccs3)C[C@H]2O)c1 | -8
CN(C)c1ccc(/C=N\Nc2ncnc3nc[nH]c23)cc1 | -6
COC(=O)c1ccc(CNC(=O)c2cc(COc3ccc(Cl)cc3OC)on2)cc1 | -9
OC[C@H]1CCN(c2nccc3occc23)C[C@H]1O | 7
CC(C)c1cc(C2CCN(Cc3cc4ccccc4o3)CC2)[nH]n1 | -2
COc1cccc(CCc2nc3ccccc3c(=O)n2N)c1 | -14
CN1CCC(NC2CC(=O)N(CCc3cccc(Cl)c3)C2)CC1 (stereo unspecified) | -12
Cc1nccnc1N1CCC(n2cc(C(=O)NCC(C)C)nn2)CC1 | -1
Oc1cccc(-c2cn(CC3(c4cccc(F)c4)CCOCC3)nn2)c1 | -14
Cc1nccn1CCC1CCCCN1C(=O)CN1C[C@@H](C)O[C@@H](C)C1 (stereo partly specified) | -4
COc1ccc(/C=C/CN2CCCCC2c2ccccn2)cc1 (stereo unspecified) | -2

# Brought forward from above: 4 entries; new compounds follow.
SMILES | mcGAS MS inh
Cc1nccnc1N1CCC(n2cc(C(=O)NCC(C)C)nn2)CC1 | -1
Oc1cccc(-c2cn(CC3(c4cccc(F)c4)CCOCC3)nn2)c1 | -14
Cc1nccn1CCC1CCCCN1C(=O)CN1C[C@@H](C)O[C@@H](C)C1 (stereo partly specified) | -4
COc1ccc(/C=C/CN2CCCCC2c2ccccn2)cc1 (stereo unspecified) | -2
Cc1oc2c(CN3CCN(C4CCS(=O)(=O)C4)CC3)c(O)ccc2c(=O)c1-c1ccccc1 (stereo unspecified) | 0
O=C(NC1CC(=O)N(C2Cc3ccccc3C2)C1)c1cn2ccsc2n1 (stereo unspecified) | -9
O=C(O)c1cnn(-c2ccc(Cl)cc2)n1 | 13
Nn1c(SCCN2CCOCC2)nnc1-c1ccco1 | -3
COc1ncccc1NC(=O)N(C)Cc1ccc(Cl)s1 | -12
Cc1nn(CC(=O)N2CCCC3(CNC(=O)O3)C2)c(=O)c2ccccc12 (stereo unspecified) | -10
CC(C)c1cccc(NC(=O)c2cccc(CS(C)=O)c2)c1 (stereo unspecified) | -8
CN(C)C(=O)CSc1nnc2c(=O)n(Cc3ccc(F)cc3)ccn12 | -2
O=C(CN1CCCC1)OCCCOC(=O)CN1CCCC1 | 11
COCCNC(=O)c1cccc(OC2CCN(Cc3cc4ccccc4o3)CC2)c1 | -15
Nc1ccc(N2CCCCC2)c(S(=O)(=O)Nc2ccccc2Cl)c1 | 2
Cc1cc(C(=O)NC2CCSc3c(F)cccc32)cc(S(=O)(=O)N(C)C)c1C (stereo unspecified) | -5
N#CCC[P+](c1ccccc1)(c1ccccc1)c1ccccc1 | 1
NC(=O)C1CCN(C(=O)c2ccc(OCc3ccncc3)cc2)CC1 | -11
Cc1noc(C(C)C)c1C(=O)NCCNc1ccc(C(F)(F)F)cn1 | 23
Cc1nc(-c2cccc(C(=O)NCCc3sc(C)nc3C)c2)n[nH]1 | -9
COc1ccc(O)c(C2CC(=O)Nc3c2cnn3Cc2ccccc2OC)c1 (stereo unspecified) | 5
Cc1ccccc1CN1CCCC(c2nn(C)c(=O)n2-c2ccccc2)C1 (stereo unspecified) | -5
Cc1oc(-c2ccc3ccccc3c2)nc1Cn1cccn1 | -10
O=C(NCCCCc1ccccn1)c1ccccc1C1CCNC1 (stereo unspecified) | -26

# Four entries from above, ordered by the value under mcGAS MS inh, falling.
SMILES | mcGAS MS inh
O=C(O)c1cnn(-c2ccc(Cl)cc2)n1 | 13
Nn1c(SCCN2CCOCC2)nnc1-c1ccco1 | -3
Cc1cc(C(=O)NC2CCSc3c(F)cccc32)cc(S(=O)(=O)N(C)C)c1C (stereo unspecified) | -5
Cc1nn(CC(=O)N2CCCC3(CNC(=O)O3)C2)c(=O)c2ccccc12 (stereo unspecified) | -10

# (continued)
SMILES | mcGAS MS inh
CN1CCC(CN(CCc2ccccc2)C(=O)c2ccc3c(c2)OCCO3)CC1 | 3
Cc1nnsc1C(=O)N1CCCC(CCC(=O)Nc2ccc(C(F)(F)F)cc2)C1 (stereo unspecified) | -7
Cc1ccc2nc(C)c(C(=O)N3CCOC(CCN)C3)cc2c1 (stereo unspecified) | -5
CCCCC(=O)N1CC2(C)CN(C(=O)CCCC)CC(C)(C1)C2=O | -19
CCCc1cc(C(=O)NC2CCN3CCCCC23)sc1C (stereo unspecified) | -5
CCCc1c(C)nc2c(-c3ccc(Cl)cc3)c(C)[nH]n2c1=O | -3
CCCCn1c(CN2CCCC(C(=O)c3cccs3)C2)cnc1S(=O)(=O)CC (stereo unspecified) | -11
COc1ccc(NC2CCCN(C(=O)c3csc(Cc4ccccc4)n3)C2)cc1 (stereo unspecified) | -5
CCCCOCC(=O)Nc1cc(Br)cn(C)c1=O | 7
CCOc1ccccc1C(=O)N(C(=O)N1CCCCC1)c1ccc(C)cc1 | 5
CNc1cc(-c2ccc(OC)c(OC)c2)ncn1 | -2
Cc1cc(O)c(C(c2ccncc2)N2CCN(c3ccccc3F)CC2)c(=O)n1Cc1ccccc1 (stereo unspecified) | 3
O=C(CC(c1ccccc1)c1ccco1)N1C[C@H]2CC=CC[C@H]2C1 (stereo partly specified) | -15
CC(C)Nc1ccnc(-c2ccc(S(C)(=O)=O)cc2)n1 | -19
C=C(Br)CN(CC#N)Cc1ccccc1 | -5
O=C(OC/C=C/c1ccccc1)c1cccc(Br)c1 | -10
CCCC1C(C#N)C(=N)SC(=N)C1C#N (stereo unspecified) | -1
COC(=O)c1ccccc1CSC(=NC#N)SC | 11
C=CCn1c(CCNC(=O)C2CCCCC2)nc2ccccc21 | -3
CC(C)C1NC(=O)N(Cc2ccc(Cl)c(Cl)c2)C1=O (stereo unspecified) | 0

# Random excerpt: 5 compounds from above
SMILES | mcGAS MS inh
Cc1nnsc1C(=O)N1CCCC(CCC(=O)Nc2ccc(C(F)(F)F)cc2)C1 (stereo unspecified) | -7
O=C(OC/C=C/c1ccccc1)c1cccc(Br)c1 | -10
O=C(CC(c1ccccc1)c1ccco1)N1C[C@H]2CC=CC[C@H]2C1 (stereo partly specified) | -15
CCCC1C(C#N)C(=N)SC(=N)C1C#N (stereo unspecified) | -1
CCCc1c(C)nc2c(-c3ccc(Cl)cc3)c(C)[nH]n2c1=O | -3

# New compounds follow
SMILES | mcGAS MS inh
Cc1cccc2oc(CNC(=O)CSCc3ccccc3Cl)nc12 | -8
Cc1ccc(Cn2c(CO)c[nH]c2=S)cc1 | -1
O=C(c1ccc2ncccc2c1)N1CCc2c(cnn2-c2ccc(Cl)cc2)C1 | -5
C=C(C)Cc1c(COC)nc(N)[nH]c1=O | -10
CC(=O)Nc1cncc(-c2ccccc2CO)n1 | 0
Cn1ccnc1-c1ccc(NCCc2cnn(-c3ccccc3)c2)nn1 | -4
c1ccc(-c2ccccc2-n2cnnc2)cc1 | -7
Cc1cc2nc(CNC(=O)c3cc(CN4CCOCC4)on3)[nH]c2cc1C | -7
Cc1nc(CSc2nnc(NC3CC3)s2)cs1 | 2
N#Cc1cnn(C(=O)C2COc3ccccc32)c1N (stereo unspecified) | -4
CCOC(=O)C(C(=O)OCC)C(=O)c1ncccc1O | -10
C#CCSc1nc(-c2ccccc2)cc(-c2ccccc2)c1C#N | -12
